phage Ecoli inh: E. coli growth loss with phage present; inhibition, % at 11.9 µM; growth absorbance; 0.26% of 360,000 active; in the data active means inhibition above about 11%
CAL PDZ FP: blocks peptide binding to human CAL PDZ domain. Q9HD26. inhibition, % at 20 µM. 0.02% of 330,000 active. purified CAL PDZ, TMR-peptide fluorescence polarization, 1 h;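 active means highest replicate inhibition of at least 40%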;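 further: plate controls were DMSO neutral control wells for no effect and unlabeled competitor peptide control wells for full effect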
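Control set: unlabelled peptide and DMSO controls / Material: purified CerCALP PDZ construct / Timing: 1 h incubation at room temperature before polarization reading / Doses: 20 µM, one dose / Detection: fluorescence polarization (mP)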
DAGLB inh: diacylglycerol lipase beta (human) inhibition | Q8NCG7 | HEK293T DAGLB membrane lysate, EnzChek fluorogenic substrate | inhibition, % at 5.17 µM | 0.059% of 340,000 active | AID 504411; in the data active means inhibition above about 34%;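 further: 0% = enzyme with vehicle and 100% = wells lacking enzyme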
Target sequence (Q8NCG7 whole entry, looked up): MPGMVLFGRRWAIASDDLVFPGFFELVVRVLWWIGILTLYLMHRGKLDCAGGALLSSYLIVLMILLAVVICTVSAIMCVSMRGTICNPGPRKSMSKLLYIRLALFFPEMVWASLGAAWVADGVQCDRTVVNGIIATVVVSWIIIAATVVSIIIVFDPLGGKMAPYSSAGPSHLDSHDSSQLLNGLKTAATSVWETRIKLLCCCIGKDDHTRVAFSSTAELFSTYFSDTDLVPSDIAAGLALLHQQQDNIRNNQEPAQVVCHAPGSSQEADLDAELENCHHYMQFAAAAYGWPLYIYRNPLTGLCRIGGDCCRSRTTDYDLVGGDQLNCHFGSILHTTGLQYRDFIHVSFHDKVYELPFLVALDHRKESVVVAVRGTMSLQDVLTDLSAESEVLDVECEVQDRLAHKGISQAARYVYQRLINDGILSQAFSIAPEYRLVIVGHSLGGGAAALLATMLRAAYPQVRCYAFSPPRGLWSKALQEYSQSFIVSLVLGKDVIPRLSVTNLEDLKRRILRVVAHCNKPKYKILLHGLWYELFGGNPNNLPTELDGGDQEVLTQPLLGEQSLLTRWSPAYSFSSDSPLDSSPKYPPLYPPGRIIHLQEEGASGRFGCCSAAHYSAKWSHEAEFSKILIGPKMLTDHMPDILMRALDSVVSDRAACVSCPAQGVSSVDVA
AddAB inh: less growth of phage-infected E. coli with AddAB; E. coli expressing H. pylori AddAB, absorbance growth; AID 435030; inhibition, % at 11.9 µM; 0.29% of 330,000 active; in the data active means inhibition above about 12%;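 further: 0% = vehicle wells of infected cells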
Ecoli viability: bacterial growth inhibition, counter-screen for AddAB inhibitors; AID 449728; E. coli V3065 growth, OD600 absorbance, 18 h; inhibition, % at 11.9 µM; 0.27% of 330,000 active;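 active means inhibition above the campaign's mean inhibition across all tested compounds plus 3 SD, cut at about 9.9% in these data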;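 further: uninfected addAB+ strain grown without phage in ampicillin broth; 0% = DMSO wells and 100% = ciprofloxacin 0.95 µg/ml wells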
Wnt bcat act: activators of Wnt/beta-catenin signaling. Wnt/beta-catenin reporter cell assay, activator, plate reader. activation, % at 9.35 µM. 1.2% of 300,000 active; in the data active means activation above about 30%, passing the limit was not always enough;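 further: 0% = neutral control wells and 100% = positive control wells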
PvdQ acylase: blocks Pseudomonas aeruginosa PvdQ acylase activity; inhibition, % at 10 µM; AID 488965; 0.063% of 340,000 active; purified PvdQ acylase, fluorescence plate reader; in the data active means inhibition above about 30%, passing the limit was not always enough;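 further: 0% = vehicle neutral wells and 100% = reference inhibitor wells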
Rtt109 HAT inh: blocks Candida albicans Rtt109/Vps75 acetyltransferase activity; Q5AAJ8; purified Rtt109/Vps75, ThioGlo CoA-SH fluorescence, 4 h; inhibition, % at 34.9 µM; 0.16% of 330,000 active; AID 540336;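 active means inhibition of at least 50% in every replicate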
Target sequence (Q5AAJ8 whole entry, looked up): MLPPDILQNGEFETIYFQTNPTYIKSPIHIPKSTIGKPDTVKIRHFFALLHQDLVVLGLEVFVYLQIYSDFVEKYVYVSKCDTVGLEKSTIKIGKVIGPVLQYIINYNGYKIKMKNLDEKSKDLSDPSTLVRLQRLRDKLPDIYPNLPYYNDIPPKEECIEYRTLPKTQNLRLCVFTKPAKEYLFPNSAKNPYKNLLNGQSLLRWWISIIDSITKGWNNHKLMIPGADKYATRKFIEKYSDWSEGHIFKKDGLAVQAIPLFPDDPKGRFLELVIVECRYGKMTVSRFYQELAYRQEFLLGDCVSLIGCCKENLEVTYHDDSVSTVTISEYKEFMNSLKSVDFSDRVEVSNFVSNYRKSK
PfHsp90 yeast 2: inhibits growth of yeast expressing Plasmodium falciparum Hsp90; inhibition, % at 9.4 µM; S. cerevisiae expressing PfHsp90, BacTiter-Glo ATP, 48 h; yeast lacking PDR1 and PDR3 efflux regulators; 0.32% of 310,000 active;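 active means every replicate shows inhibition above about 80%, whatever the replicate mean, limit read from the data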;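 further: 0% = DMSO neutral controls and 100% = 20 µM radicicol positive controls; yeast relying on Plasmodium falciparum Hsp90 in place of its own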
Tat transport: blocks Tat-dependent protein export in E. coli; 0.036% of 340,000 active; E. coli MC4100 TorA-mCherry Tat export, fluorescence; inhibition, % at 10 µM;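 active means mean replicate inhibition at least 50% and at least half of replicates individually reaching 50%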;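 further: exported cargo escapes ClpAP degradation while cytoplasmic cargo is degraded and loses fluorescence; 0% = median of neutral control wells and 100% = median of NaSCN control wells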
* = called active by the depositor; . = no result given. Not a hit list. About 1.9% of those tested had a hit in this group.

SMILES	phage Ecoli inh	CAL PDZ FP	DAGLB inh	AddAB inh	Ecoli viability	Wnt bcat act	PvdQ acylase	Rtt109 HAT inh	PfHsp90 yeast 2	Tat transport
COc1cccc(/C=N/n2cnc3c(cnn3-c3ccccc3)c2=O)c1	1.9	.	.	2.0	0.7	3	.	.	.	.
COc1ccc(S(=O)(=O)Nc2ccc3c(c2)OCO3)cc1	2.3	0.3	2	3.1	1.3	.	-9	3	33	1
COc1ccccc1C(=O)NC(=O)CSc1nc(C)cs1	2.2	-3.9	-1	2.6	2.5	-1	13	1	-14	7
COc1ccc(CC(=O)N2CCC(n3nccc3NC(=O)C3CCOC3)CC2)cc1 (stereo not drawn)	3.0	-0.6	0	1.5	1.1	-3	7	6	-21	-1
COc1ccc(C2Nc3ccccc3C(=O)N2Cc2ccco2)cc1COc1ccc([N+](=O)[O-])cc1 (stereo not drawn)	2.0	0.5	1	7.1	-0.7	.	-15	10	0	6
O=C(Cc1noc2ccccc12)NNC(=S)Nc1ccc(Cl)cc1	1.5	-0.7	0	-0.4	-0.7	-1	-2	-4	-7	4
CCOC(=O)c1c(/N=C/N(C)C)sc(/C=N/Nc2ccccc2)c1-c1ccccc1Cl	4.2	-2.8	3	2.9	0.2	-2	-2	2	7	0
CC(/C=C/c1ccc2c(c1)OCO2)=N/NC(=O)CNc1ccc(C)cc1	3.3	-2.5	2	4.7	-2.5	.	8	-15	4	7
O=C(c1ccccc1)n1ccn(-c2ccccc2)c1=S	4.4	-1.3	-4	2.8	0.4	.	-9	-1	4	3
Cc1ccc(Oc2coc3cc(OC(=O)c4cccs4)ccc3c2=O)cc1	2.2	-0.7	-1	-0.8	0.8	11	13	2	-3	-5
COc1ccc(CNC(=S)NC(C)CCc2ccccc2)cc1 (stereo not drawn)	1.4	4.5	-4	0.8	2.9	-2	-18	6	0	-7
CCc1cc(CNC(=O)CCc2nnc(CCCc3ccccc3)o2)on1	2.8	-0.9	-1	-0.3	-3.4	43*	-4	-4	5	-3
O=C(CSc1nnc(-c2ccc(Cl)cc2)o1)NNC(=O)c1ccncc1	5.8	-0.8	-2	-1.5	-2.2	1	-20	-4	10	-4
CC1CN(S(=O)(=O)c2cccc(C(=O)N=c3sccn3C)c2)CC(C)O1 (stereo not drawn)	1.0	-1.3	1	0.5	1.4	-2	23	-1	13	-1
CCn1c(=O)n(CC)c2cc(S(=O)(=O)N3CCOCC3)ccc21	-0.9	0.1	3	-0.3	-5.6	.	-5	7	-4	-2
CC(=O)Nc1ccc(/C=N/NS(=O)(=O)c2cc(C)ccc2C)cc1	3.4	-0.4	0	3.3	1.4	-2	7	35	15	9
COc1ccc(C(=O)NC2CC3CCCC(C2)N3CC(C)C)cc1OC (stereo not drawn)	6.2	-1.6	0	1.2	1.2	-1	-10	-5	.	-6
Cc1cccc(NC(=O)NNC(=O)c2nn(C)cc2Br)c1	2.2	-0.9	-7	1.3	-0.1	-2	-2	-3	16	1
Cn1c(CNC(=O)c2ccccc2F)nnc1SCC(=O)N1CCN(c2ccccc2)CC1	3.3	-0.3	-5	2.0	0.2	0	4	7	0	0
CC1=CSC2=NC(=O)/C(=C\c3cccn3-c3ccccc3)C(=N)N12	2.0	-3.1	1	0.4	-1.7	.	-9	-5	-69	-1
CN(C)S(=O)(=O)c1ccc(C(=O)N2CCOCC2)cc1	3.0	-1.0	0	2.8	1.1	0	-14	-1	42	28
Cc1ccc(Nc2nc(C(=O)N3CCC(C(=O)NCCN4CCOCC4)CC3)cs2)cc1	2.6	-0.8	1	0.0	1.5	.	14	-3	-5	-5
OCCC1CN(CCCn2cccn2)CCN1Cc1ccccc1 (stereo not drawn)	3.4	0.4	-3	0.3	-0.9	.	-13	-10	8	-7
O=C(CC1C(=O)NCCN1C(=O)Nc1ccc(Cl)cc1)Nc1ccc(F)cc1 (stereo not drawn)	0.5	-2.0	2	5.6	3.1	-3	-1	16	2	-25
Cc1c(CCC(=O)N2CCC[C@H]2C(=O)O)c(=O)oc2cc3oc4c(c3cc12)CCCC4	.	-7.7	5	4.2	1.2	.	-11	0	.	0
Cc1ccc(S(=O)(=O)N2CCN(C(=O)COC(=O)c3ccc(C(C)(C)C)cc3)CC2)c(C)c1	1.4	-0.2	-10	2.4	-0.7	0	3	-1	2	9
CCOC(=O)COc1c(-c2ccc(OC)cc2)oc2ccccc2c1=O	2.2	-1.4	-6	0.3	-1.2	.	-14	-40	11	-1
COc1ccc(CN2CCNC(=O)C2CC(=O)NCc2cc(C)n(C)n2)c(F)c1 (stereo not drawn)	3.3	-1.5	-1	2.0	1.4	2	0	6	3	-6
c1ccc(-c2ccc(CN3C[C@@H]4C(c5ccccc5)C5(c6cccnc6)CC4(C5)[C@H]3c3ccccc3)cc2)cc1 (stereo partly drawn)	-0.3	-0.6	-6	5.0	3.5	-13	5	-13	-3	1
CCc1ccc(CN(C)C(=O)c2cccc(S(=O)(=O)Nc3ccccc3OC)c2)cc1	1.6	-2.4	-1	.	.	1	-10	2	10	26

A few values from the list:
Result for CCc1cc(CNC(=O)CCc2nnc(CCCc3ccccc3)o2)on1 under Rtt109 HAT inh: -4
Result for COc1ccc(CNC(=S)NC(C)CCc2ccccc2)cc1 (stereo not drawn) under PfHsp90 yeast 2: 0

Other results:
SMILES	phage Ecoli inh	CAL PDZ FP	DAGLB inh	AddAB inh	Ecoli viability	Wnt bcat act	PvdQ acylase	Rtt109 HAT inh	PfHsp90 yeast 2	Tat transport
O=C(CN(Cc1ccccc1)C(=O)c1ccco1)NCc1ccc(F)cc1	0.9	-3.3	1	-2.0	-1.9	.	6	36	-12	-3
CN(CC(=O)NC1CCCc2ccccc21)S(=O)(=O)c1cccs1 (stereo not drawn)	2.8	0.0	1	3.3	1.0	0	9	3	5	-3
CCc1csc(CCNC(=O)C2CCC(=O)N(Cc3cccc(C(F)(F)F)c3)C2)n1 (stereo not drawn)	-3.4	0.2	0	5.1	2.1	5	-29	2	3	-5
Fc1cccc(Cl)c1Cn1ncc2ccccc21	1.1	-0.8	-3	.	.	4	-13	-4	5	2
CC(=O)Nc1cccc(OCc2cnc(Cl)s2)c1	2.1	-4.1	1	7.5	6.3	3	-10	3	-16	-2
CSc1ncccc1C(=O)OCC(=O)N1CCc2ccccc21	4.6	-0.2	-1	1.0	0.7	-2	-16	-3	5	2
Cc1ccc(C)c(SCC(=O)c2ccc[nH]2)c1	3.2	-1.2	-4	-0.2	1.3	0	-4	-5	-47	-6
Cc1ccccc1-n1nc2c(c1NC(=O)c1cc3ccccc3o1)CS(=O)(=O)C2	-0.4	-2.0	0	1.4	1.5	-2	-13	6	33	0
CCOc1cccc(C(=O)NC(=S)Nc2ccccc2)c1	2.0	-0.9	-17	3.7	-0.2	5	-4	-2	3	2
COc1ccc(N2CCN(C(=O)C3CCN(C(=O)c4cccc(Cl)c4)CC3)CC2)cc1	1.6	1.1	2	-0.7	-1.6	13	-5	3	32	17
COc1ccc(-n2c(N)c(C(=O)NCc3ccco3)sc2=S)cc1	2.2	.	-1	1.0	0.2	2	-10	4	-8	-13
O=C(NNC(=S)NC(=O)c1cccs1)c1ccc(O)cc1	-4.8	-0.9	2	.	.	-2	-6	1	-18	4
CN(CC(=O)Nc1cccc(F)c1)C(=O)Cn1c(=O)cnc2ccccc21	0.8	-2.3	2	1.9	1.4	1	-4	-10	.	8
Cc1nnc(SCC(=O)Nc2ccc3c(c2)OCCO3)s1	1.8	-0.4	-1	-0.6	-3.0	.	-10	8	1	-7
O=C(Nc1ccc(Cl)cc1Cl)c1csc(-c2cccnc2)n1	-1.5	0.0	-1	1.4	-1.8	-1	-9	-5	-12	-11
CCOc1ccc(S(=O)(=O)Nc2cccc(C(=O)NCC(c3ccc(OC)cc3)N3CCOCC3)c2)cc1 (stereo not drawn)	-0.9	-0.7	-1	-2.1	-1.8	-2	-5	22	-11	-11
O=C(COC(=O)c1ccc(S(=O)(=O)N2CCOCC2)cc1)NC1CCCCCCC1	1.9	-0.8	0	-3.4	-2.9	89*	-13	0	5	1
NC1=NC2(CCCCC2)N(c2ccc(F)cc2F)C(N)=N1	0.6	-2.0	0	0.7	1.1	2	-6	-3	2	4
COc1cc(SC)ccc1C(=O)N1CCN(Cc2ccccc2)CC1	2.8	-3.1	-1	2.7	-0.8	-1	5	5	-9	-4
O=C(NC(=O)c1cc(OCC(F)(F)F)ccc1OCC(F)(F)F)Nc1ccccc1	2.5	-0.8	-9	3.3	-0.3	-1	-6	9	19	1
Cc1ccc2c(c1)c1c(n2CC(O)Cn2c(C)nc3ccccc32)/C(=N\O)CCC1 (stereo not drawn)	.	0.5	5	-1.6	0.2	-4	-4	-6	-8	-8
O=S(=O)(c1ccccc1)N1CCCC1c1cccs1 (stereo not drawn)	0.7	-1.8	0	2.9	0.0	-1	-14	7	-1	7
CNC(CC(=O)c1ccc([N+](=O)[O-])cc1)C(Cl)(Cl)Cl (stereo not drawn)	.	-1.8	4	3.0	-1.7	.	-10	3	109*	2
Cc1ccc(NC(=O)c2nnn(CC(=O)Nc3ccccc3)c2N)cc1C	1.4	-1.4	-2	1.6	1.7	0	-12	-3	-4	36
COC(=O)Nc1nc(Sc2ncc(C(F)(F)F)cc2Cl)n[nH]1	-0.6	-1.0	1	0.5	2.6	.	-8	5	-28	-10
Cc1cc(C)c2cc(C(=O)Nc3ccc4c(c3)OCO4)[nH]c2c1	2.4	.	.	1.9	0.5	8	.	.	.	.
Cc1cc(C(=O)Nc2ccccc2C(=O)O)ccc1NC(=O)COc1cccc(C)c1C	2.6	-2.3	-1	0.3	2.7	1	7	14	5	-7
COc1ccc(NC(=O)c2ccccc2NC(=O)c2ccco2)c(OC)c1	2.8	-1.5	-2	1.1	-1.6	.	8	7	-19	2
COc1ccc(-n2nc(C(=O)N3CCCCC3)c(C)c(C#N)c2=O)cc1	0.6	-0.1	0	-0.4	3.0	0	-9	-2	.	5
O=[N+]([O-])C1=CC=C2C(=NC3(CCCCC3)N2O)C1=NCCO	3.2	-1.3	3	0.4	0.2	3	-3	-4	20	-1
COc1ccccc1CNC(=O)C1COc2ccccc2O1 (stereo not drawn)	3.1	-0.3	-2	3.3	0.2	16	-14	3	-53	-5
COCCSc1ccccc1C(=O)NCc1cccnc1	2.9	-11	1	2.6	1.7	1	-6	4	-68	-2
CN1CCC(N(C)C(=O)c2cc(S(=O)(=O)N3CCOCC3)ccc2Cl)CC1	0.8	0.0	-2	0.3	2.8	29	4	-4	.	-8
CCCCNC(=O)C1CC(=O)N(C2CCCCC2)C1 (stereo not drawn)	-0.6	0.3	1	-1.1	-3.4	.	-16	-1	5	10
COc1ccc(-n2c(=S)[nH]c3cc(C(=O)N(C)Cc4ccccc4)ccc3c2=O)cc1	-1.2	-3.4	-3	5.6	-0.6	-1	-1	19	-16	-1
CC(C)=NNc1nc2c(c(=O)[nH]c(=O)n2C)n1CCc1ccccc1	6.8	-0.2	.	-2.9	-2.2	-1	-6	5	-3	-5
O=C(CNC(=O)c1ccccc1Br)NCCSc1ccc(Br)cc1	2.2	-2.4	-1	2.3	1.6	-3	-7	0	1	1

Screening results: PubChem, several laboratories
